Compound activity deposited in PubChem by several laboratories.
HTR1E antagonist: 5-HT1E receptor antagonists, primary screen, cell-based, HTS. 5-hydroxytryptamine receptor 1E (Homo sapiens), P28566. CHO 5-HT1E Ga15 NFAT-bla reporter, FRET, antagonist. inhibition, % at 6 µM. 65,000 tested, 0.99% active. AID 571, 2007;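 active = inhibition above a set limit, the mean inhibition across every tested compound plus 3 SD, cut at about 29% in these data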;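 also: signal is the 460 over 535 nm emission ratio of beta-lactamase substrate; 0% = agonist plus DMSO wells and 100% = wells without agonist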
Target sequence (P28566 whole entry, looked up): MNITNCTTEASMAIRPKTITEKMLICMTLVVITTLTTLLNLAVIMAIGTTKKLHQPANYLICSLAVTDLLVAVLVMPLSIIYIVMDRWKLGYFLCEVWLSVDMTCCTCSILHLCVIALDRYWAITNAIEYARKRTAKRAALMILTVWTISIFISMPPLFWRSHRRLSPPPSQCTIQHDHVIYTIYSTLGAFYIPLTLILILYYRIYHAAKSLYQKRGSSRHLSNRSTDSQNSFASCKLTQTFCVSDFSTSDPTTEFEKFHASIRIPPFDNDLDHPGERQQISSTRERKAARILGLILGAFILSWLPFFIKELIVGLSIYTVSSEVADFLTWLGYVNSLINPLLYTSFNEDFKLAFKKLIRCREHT
M1 antag: antagonists of rat M1 muscarinic receptor | 64,000 tested, 3.4% active | CHO-M1 cells, Fluo-4 calcium, ACh EC80 antagonist mode; active compounds read low | AID 628, 2007 | B-score at 10 µM;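 active = calcium fluorescence response, raw or row-and-column corrected B-score, differing from the plate sample mean either way at a set confidence level, mostly lower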
HTR1E agonist: 5-HT1E receptor agonists, primary screen, cell-based, HTS; CHO 5-HT1E Ga15 NFAT-bla reporter, FRET; 0% DMSO wells, 100% control agonist wells; activation, % at 6 µM; 65,000 tested, 0.69% active;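 active = activation above a set limit, the screen-wide mean activation plus 3 SD, cut at about 8.5% in these data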;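 also: 100% = positive control agonist at 1 µM giving full maximal response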
HEK293 NFkB inh: inhibitors of PMA/ionomycin-induced NF-kB reporter, primary screen, antigen receptor NF-kB inhibitor project, cell-based, HEK-293 luciferase reporter, luminescence; 62,000 tested, 0.21% active; AID 465, 2006; inhibition, % at 3 µM; HEK-293 NF-kB luciferase reporter;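 active = inhibition above the mean of all tested compounds plus 3 SD, cut at about 40% in these data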;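 also: 0% = stimulated DMSO wells and 100% = 10 µM reference inhibitor 5653914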
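Signal: luciferase luminescence; Material: HEK-293 cells with stable firefly luciferase reporter driven by four HIV NF-kB elements; Probe or stimulus: PMA with ionomycin; Replication: tested once; Times: 1 h compound pretreatment, then 16 h stimulation at 37 °C, 5% CO2; Benchmarks: DMSO and 10 µM reference inhibitor; Evaluation: per-plate % inhibition versus controls.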
HER2 expr 66K: inhibitors of Her2 protein expression, primary screen, SKBR-3 cells, AlphaScreen, 66K library; Receptor tyrosine-protein kinase erbB-2 (Homo sapiens), P04626; SKBR-3 HER2 protein level, 18-24 h; active compounds read low; HER2 level % of control, % at 10 µM; 65,000 tested, 0.69% active; AID 645, 2007;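 active = HER2 level under 5% of the carrier-only control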;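 also: 100% = DMSO carrier and 0% = 500 nM PU-H71 HSP90 inhibitor; lower value means stronger loss of Her2 protein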
S1P1 ag pot: S1P1 agonists and agonism potentiators, primary screen, cell-based, primary and confirmation screens, CRE-bla reporter. Sphingosine 1-phosphate receptor 1 (Homo sapiens), P21453. S1P1 CRE-bla cells, forskolin, beta-lactamase FRET, potentiator mode; S1P1 agonist co-added at EC20, 2 nM; 100% = saturating reference agonist, 0% = basal. activation, % at 9.5 µM. 56,000 tested, 0.57% active. AID 449, 2006;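 active = activation above a cutoff set at the mean activation of all tested compounds plus 3 SD, cut at about 54% in these data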;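 also: forskolin at 4 µM as EC80 and the EC20 agonist is SEW2871; 100% = SEW2871 at its EC100 plus forskolin at EC80; some compounds past the cut are filed as inactive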
M1 ag: M1 muscarinic receptor agonists, primary screen, CHO-M1 cells, Fluo-4 calcium, agonist mode; Muscarinic acetylcholine receptor M1; Fluo-4 calcium fluorescence; active compounds read high; B-score at 10 µM; 64,000 tested, 3% active; AID 626, 2007;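 active = fluorescence rise, raw or as B-score row- and column-corrected plate score, outside the 99.7% band of its plate's samples, either direction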
Jurkat tox 60K: cytotoxicity toward Jurkat T cells, primary screen, cytotoxicity control, cell-based, Jurkat E6.1, 60K MLSMR library; Jurkat E6.1 viability, ATP luminescence, 48 h; inhibition, % at 4 µM; 56,000 tested, 1.2% active; AID 463, 2006;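 active = inhibition above the mean inhibition of all tested compounds plus 3 SD, cut at about 28% in these data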
S1P3 ag: human S1P3 receptor agonists, primary screen, cell-based, primary and confirmation, NFAT-BLA reporter; activation, % at 4.5 µM; 60,000 tested, 0.1% active; S1P3 NFAT-BLA reporter cells, agonism, FRET ratio; relative to 1 µM S1P, basal subtracted; AID 373, 2006;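 active = activation above the screen-wide mean plus 3 SD, cut at about 4.5% in these data, passing the limit was not always enough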; also: some compounds called inactive have numbers as strong as hits
Target sequence (Q99500 whole entry, looked up): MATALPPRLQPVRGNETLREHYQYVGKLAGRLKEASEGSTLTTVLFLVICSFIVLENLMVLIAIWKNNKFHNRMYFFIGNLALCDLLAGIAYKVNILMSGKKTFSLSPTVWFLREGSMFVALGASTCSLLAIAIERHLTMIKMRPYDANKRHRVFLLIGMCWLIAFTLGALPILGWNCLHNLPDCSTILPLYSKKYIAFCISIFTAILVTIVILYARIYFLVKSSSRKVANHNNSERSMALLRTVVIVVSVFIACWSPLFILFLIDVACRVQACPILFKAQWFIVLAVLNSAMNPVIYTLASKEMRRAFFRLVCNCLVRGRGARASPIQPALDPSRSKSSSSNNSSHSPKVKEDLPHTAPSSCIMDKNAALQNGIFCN
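material = human S1P3 NFAT-BLA reporter CHO cells | schedule = 4 h compound at 37 °C, 2 h substrate at RT | measured by = fluorescent BLA substrate, ex 405 nm, em 460/535 nm ratio | controls = 1 µM S1P reference | replication = primary once, confirmation triplicate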
Numbers without * were called inactive; x = not tested or not shown.

SMILES	HTR1E antagonist	M1 antag	HTR1E agonist	HEK293 NFkB inh	HER2 expr 66K	S1P1 ag pot	M1 ag	Jurkat tox 60K	S1P3 ag
O=c1c2cn[nH]c2[nH]c(=S)n1-c1ccccc1F	7	0.2	-0.9	12	74	-2	-0.077	7	2.4
Cc1ccn(CC(=O)O)c(=O)c1	-3	0.49	1.1	22	159	0	-0.35	-1	-0.4
O=C(CSc1nnc(NC(=O)c2ccco2)s1)NC1CCCC1	-1	1.1	0.9	6	86	2	-0.4	3	-0.5
CC(=O)c1cc2c(O)c(O)ccc2o1	4	0.15	-0.4	12	60	15	0.022	-7	-1.0
COc1ccc(-c2csc(N3CCN(Cc4ccc5c(c4)OCO5)CC3)n2)cc1	-11	-0.7	-0.3	6	105	x	-0.17	5	1.3
CCC(=O)N1CCCc2cc(S(=O)(=O)N3CCC(N4CCCCC4)CC3)ccc21	7	-1	0.1	8	153	5	-0.19	-8	0.3
CN1CCN(C(=O)CN(Cc2ccc(Cl)cc2)S(C)(=O)=O)CC1	17	-2.5*	-0.2	22	115	28	0.58	10	-0.3
CCOc1ccc(Nc2cc(C)nc3nc(C)nn23)cc1	28	0.045	1.5	3	115	-20	-0.82	5	-0.4
Cn1c(NCCCN2CCOCC2)nc2c1c(=O)n(Cc1ccc(Cl)c(Cl)c1)c(=O)n2C	5	-2.3	-0.1	6	109	6	0.22	-1	-1.2
O=C(CN1CCC(O)CC1)N1c2ccccc2C=Cc2ccccc21	-7	-5.6*	-0.2	10	117	6	-0.47	4	-0.9
CCOc1ccc(-n2nnnc2SCC(=O)c2ccccc2)cc1	-2	-0.76	0.0	14	64	13	-1	2	-1.4
O=C(CCNc1cc(Cl)cc(Cl)c1)c1ccco1	3	0	-0.2	1	53	x	-0.39	0	-0.1
COc1ccccc1-c1nc(-c2ccc(C)nc2OC)no1	4	-0.11	0.5	7	103	3	0.26	4	1.5
Cc1ccc2cc3cc(C(=O)NCc4ccc5c(c4)OCO5)oc3nc2c1	-7	0.96	-1.2	24	125	8	-0.56	-2	0.3
C=CCn1c(-c2cc(OC)cc(OC)c2)n[nH]c1=S	-1	0.76	-0.1	7	134	-1	0.64	-4	-0.3

For reference, 4 of the compounds above.
SMILES	HTR1E antagonist	M1 antag	HTR1E agonist	HEK293 NFkB inh	HER2 expr 66K	S1P1 ag pot	M1 ag	Jurkat tox 60K	S1P3 ag
O=c1c2cn[nH]c2[nH]c(=S)n1-c1ccccc1F	7	0.2	-0.9	12	74	-2	-0.077	7	2.4
Cc1ccn(CC(=O)O)c(=O)c1	-3	0.49	1.1	22	159	0	-0.35	-1	-0.4
O=C(CSc1nnc(NC(=O)c2ccco2)s1)NC1CCCC1	-1	1.1	0.9	6	86	2	-0.4	3	-0.5
CC(=O)c1cc2c(O)c(O)ccc2o1	4	0.15	-0.4	12	60	15	0.022	-7	-1.0

Next part.
SMILES	HTR1E antagonist	M1 antag	HTR1E agonist	HEK293 NFkB inh	HER2 expr 66K	S1P1 ag pot	M1 ag	Jurkat tox 60K	S1P3 ag
O=C(Cn1cc2c(n1)CCCC2)N1CCCc2ccccc21	-4	1.3	0.7	4	94	-10	0.86	-3	-1.3
CCOC(=O)c1cc2occc2n1CC(=O)N1CCOCC1	-8	-1.4	-0.3	5	97	5	-0.29	1	0.0
Cc1oc(-c2nc3ccccc3n2C)cc1C(=O)c1ccccc1	6	-1.9	-1.7	-10	84	-21	-0.84	8	-0.9
COc1ccc(C2C(C#N)=C(/N=C/N3CCN(C)CC3)OC3=C2C(=O)CC(C)(C)C3)cc1 (centres undefined)	-3	-0.06	0.8	-3	168	-15	-0.5	5	-1.7
COc1ccc(-c2nnc(NC(=O)c3cc(C)on3)s2)cc1	3	0.073	-0.4	6	94	0	-2.1	5	-0.7
CCCCOc1ncnc2c1[nH]c1ccccc12	17	-1.3	0.0	34	91	110	0.81	76*	-1.9
O=c1c2cc(N3CCOCC3)ccc2[nH]c(=S)n1CCCN1CCCCC1	16	-0.2	0.4	12	102	x	0.49	x	x
CCNc1nc(NCC)nc(OCCOC(=O)c2ccccc2)n1	19	1.1	-1.8	19	114	-5	-0.39	-1	-0.4
Cc1ccc2nsnc2c1S(=O)(=O)N(Cc1ccco1)Cc1cc2cccc(C)c2[nH]c1=O	7	0.35	-0.5	15	58	4	0.45	3	-1.2
Cc1cc(NC(=O)c2ccco2)ncc1NC(=O)Cc1ccccc1	11	0.00012	1.3	5	89	1	-0.039	11	-0.8
Cn1c(=O)oc2cc(S(=O)(=O)N3CCOCC3)ccc21	-4	0.65	-0.9	5	95	-3	0.54	-2	-0.1
CNC(=O)CCn1nc(-c2ccccc2)c2ccccc2c1=O	-2	-0.1	-0.6	x	99	1	-1.4	x	-2.6
CCOC(=O)N1CCC(Nc2c(NCCCN(CC)c3cccc(C)c3)c(=O)c2=O)CC1	-8	0.69	22*	4	96	-8	1.2	5	-0.6
O=C(CSc1nnc(-c2ccc(Cl)s2)o1)N1CCc2ccccc21	-3	x	-0.3	-4	82	-12	x	1	-0.8
O=C(Nc1cccnc1)c1ccc2c(c1)C(=O)N(Cc1cccnc1)C2=O	21	0.89	0.0	8	117	x	-0.71	2	-0.1
CCOC(=O)c1ccc(N=c2sc(C(=O)OC)cc(=O)n2CCCN2CCOCC2)cc1	40*	-0.0025	-2.5	10	57	25	0.29	7	-1.6
CC1(C)CC(=O)C=C(N=CC2=C(O)CC(C)(C)CC2=O)C1	7	-0.23	0.2	x	68	7	0.42	x	1.8
CCOC(=O)N1CCN(C(=O)NC23CC4CC(CC(C4)C2)C3)CC1	10	-0.44	0.0	14	123	-14	-0.35	5	-0.4
COc1ccc(C(=O)Nc2cc(-c3nn4c(C)nnc4s3)ccc2C)cc1	-3	-0.042	0.6	12	100	-8	-1.1	2	-1.1
Cn1c(=O)n(Cc2ccccc2F)c(=O)c2c1nc1n2CCCN1CCc1ccccc1	0	-0.34	-1.7	15	128	8	-0.88	2	-0.8
Cc1nn(Cc2ccc(Cl)c(Cl)c2)c(C)c1NC(=O)c1cc(-c2ccc3c(c2)OCO3)on1	18	-1.9	-0.5	19	63	-4	4.1*	-7	-2.1
Cc1ccc2c(COC(=O)c3n[nH]c4ccccc34)cc(=O)oc2c1	-3	0.027	0.7	-2	71	x	0.31	x	x
CCOC(=O)c1cccc(NC(=O)CSc2nc3cccnc3n2C)c1	6	-1.1	-0.6	25	100	-6	3.3*	27	-0.9
COc1ccccc1Nc1cc(C(=O)NCCCN2CCOCC2)c2ccccc2n1	0	-0.38	-0.3	-11	87	-9	1.5	-3	0.1
CC(=O)c1cccc(NC(=O)C2CCN(S(=O)(=O)c3ccc(C)cc3)CC2)c1	6	0.74	-0.4	-1	93	-7	0.56	5	-0.7
CCSC1=C(C#N)C(c2ccc(F)cc2)CC(=O)N1 (centres undefined)	1	-0.21	-0.2	15	104	-9	-0.044	-2	-0.7
Cc1ccc(OCC(O)CN2CCN(CC(O)COC(C)C)CC2)c(C(C)(C)C)c1 (centres undefined)	-5	-0.87	-0.5	10	104	1	-0.22	0	0.1
Cn1c(CNc2nc(-c3ccccc3)cs2)nnc1SCC(=O)OC1CCCCC1	13	0.45	-1.0	19	90	5	0.082	0	-0.6
Cc1c(C(=O)O)sc2nc3n(c(=O)c12)CCC(C)CC3 (centres undefined)	7	-0.5	0.3	9	115	-7	-0.12	-1	0.0
CCN(CC)S(=O)(=O)c1ccccc1/C=N\O	7	0.56	-0.6	5	82	1	0.39	5	0.0

Compounds above with a thiophene ring, fused or not:
SMILES	HTR1E antagonist	M1 antag	HTR1E agonist	HEK293 NFkB inh	HER2 expr 66K	S1P1 ag pot	M1 ag	Jurkat tox 60K	S1P3 ag
O=C(CSc1nnc(-c2ccc(Cl)s2)o1)N1CCc2ccccc21	-3	x	-0.3	-4	82	-12	x	1	-0.8
Cc1c(C(=O)O)sc2nc3n(c(=O)c12)CCC(C)CC3 (centres undefined)	7	-0.5	0.3	9	115	-7	-0.12	-1	0.0
